TcdB GH inh: inhibitors of Clostridioides difficile toxin B glycohydrolase. P18177. inhibition, % at 9.99 µM. 0.24% of 350,000 active. TcdB glycohydrolase enzymatic assay, plate reader; in the data active means inhibition above about 10%
* = called active by the depositor; & = joins results of further samples. These rows are one share of the data. The share of hits here may be higher or lower than overall.

structure	TcdB GH inh
CCCC#Cc1ccc2c(c1)O[C@@H](CN(C)Cc1cccnc1)[C@@H](C)CN([C@H](C)CO)S2(=O)=O	-0.7
CCC(=O)Nc1ccc2c(c1)C(=O)N(C)C[C@H](OC)[C@@H](C)CN(C(=O)c1ccc(F)cc1)[C@H](C)CO2	-2.2
CCCNC(=O)N1C[C@@H]2[C@H](c3ccccc31)[C@H](CO)N2Cc1cccc(OC)c1	-0.7
C[C@H]1CN([C@@H](C)CO)C(=O)c2cc(C#CC3(O)CCCC3)cnc2O[C@H]1CN(C)Cc1cncnc1	-2.4
Cc1noc(C)c1S(=O)(=O)Nc1ccc2c(c1)C(=O)N([C@@H](C)CO)C[C@@H](C)[C@H](CN(C)Cc1ccc(Cl)c(Cl)c1)O2	0.6
C[C@@H]1CN([C@@H](C)CO)C(=O)c2cccc(NC(=O)c3nc4ccccc4s3)c2O[C@H]1CN(C)C(=O)Nc1ccc2c(c1)OCO2	0.5
COCC(=O)Nc1ccc2c(c1)OC[C@@H](C)N(Cc1ccccc1)C[C@@H](C)[C@@H](OC)CN(C)C2=O	-0.5
C[C@@H]1CN([C@H](C)CO)C(=O)Cc2cc(NC(=O)Nc3ccccc3)ccc2O[C@H]1CN(C)C(=O)NC1CCCCC1	0.1
COc1ccc(S(=O)(=O)N(C)C[C@H]2OCCCC[C@H](C)Oc3ccc(NS(=O)(=O)c4ccc(Cl)cc4)cc3C(=O)N([C@H](C)CO)C[C@@H]2C)cc1	0.5
Cc1ccc(S(=O)(=O)N[C@H]2CC[C@H](CC(=O)NCc3ccc(Cl)c(Cl)c3)O[C@@H]2CO)cc1	-0.9
CCCC#Cc1ccc2c(c1)O[C@@H](CN(C)C(=O)COC)[C@@H](C)CN([C@@H](C)CO)S2(=O)=O	-0.4
COc1ccccc1NC(=O)N1[C@H](CO)[C@@H](c2ccccc2)[C@@H]1C#N	0.6
COc1ccc(S(=O)(=O)N(C)C[C@@H]2Oc3cc(C#CC4CCCC4)ccc3S(=O)(=O)N([C@H](C)CO)C[C@@H]2C)cc1	-1.2
N#C[C@H]1[C@@H](c2ccccc2C2=CCCCC2)[C@@H](CO)N1S(=O)(=O)c1ccccc1	1.1
C/C=C/c1ccc2c(c1)O[C@H](CN(C)S(=O)(=O)c1ccccc1OC)[C@H](C)CN([C@H](C)CO)S2(=O)=O	-2.2
C[C@H]1CN([C@@H](C)CO)C(=O)Cc2cc(NS(=O)(=O)c3cccs3)ccc2O[C@@H]1CN(C)C(=O)Nc1ccc2c(c1)OCO2	0.4

Looked up by structure from above:
structure	TcdB GH inh
N#C[C@H]1[C@@H](c2ccccc2C2=CCCCC2)[C@@H](CO)N1S(=O)(=O)c1ccccc1	1.1
COc1ccc(S(=O)(=O)N(C)C[C@H]2OCCCC[C@H](C)Oc3ccc(NS(=O)(=O)c4ccc(Cl)cc4)cc3C(=O)N([C@H](C)CO)C[C@@H]2C)cc1	0.5
C/C=C/c1ccc2c(c1)O[C@H](CN(C)S(=O)(=O)c1ccccc1OC)[C@H](C)CN([C@H](C)CO)S2(=O)=O	-2.2
COc1ccccc1NC(=O)N1[C@H](CO)[C@@H](c2ccccc2)[C@@H]1C#N	0.6
COc1ccc(S(=O)(=O)N(C)C[C@@H]2Oc3cc(C#CC4CCCC4)ccc3S(=O)(=O)N([C@H](C)CO)C[C@@H]2C)cc1	-1.2

The results go on.
structure	TcdB GH inh
COc1ccccc1-c1cnc2c(c1)C(=O)N([C@H](C)CO)C[C@@H](C)[C@H](CN(C)Cc1cncnc1)O2	-0.1
COc1ccc(NC(=O)N2C[C@@H](O)COC[C@@H]3O[C@H](CC(=O)NCc4ccccc4OC)CC[C@H]32)cc1	0.8
CNC(=O)C[C@H]1CC[C@H]2[C@@H](COc3ccc(NS(=O)(=O)c4cccc(F)c4)cc3C(=O)N2C)O1	-0.1
CNC(=O)C[C@@H]1CC[C@H]2[C@H](COc3ccc(NC(=O)c4cccc(OC)c4)cc3C(=O)N2C)O1	-2.4
COCC(=O)Nc1ccc2c(c1)C(=O)N(C)[C@H]1CC[C@H](CC(=O)Nc3cccc(C)c3)O[C@@H]1CO2	-0.4
Cc1noc(C)c1S(=O)(=O)Nc1ccc2c(c1)C(=O)N([C@@H](C)CO)C[C@H](C)[C@H](CN(C)S(=O)(=O)c1ccc(F)cc1)OCCCC[C@H](C)O2	1.4
CCCC(=O)Nc1ccc2c(c1)C(=O)N(C)C[C@H](OC)[C@H](C)CN(C(=O)CN(C)C)[C@H](C)CO2	0.0
CO[C@H]1CN(C)C(=O)c2ccc(NC(=O)C3CCOCC3)cc2OC[C@H](C)N(Cc2cccnc2)C[C@H]1C	0.6
COc1ccc(S(=O)(=O)Nc2ccc3c(c2)C(=O)N([C@H](C)CO)C[C@H](C)[C@H](CN(C)C(=O)NC2CCCCC2)OCCCC[C@@H](C)O3)cc1	-0.3
N#C[C@H]1[C@H](c2ccccc2-c2cccc(F)c2)[C@@H](CO)N1C(=O)NC1CCCCC1	0.0
COc1ccc(C#Cc2ccc3c(c2)[C@@H]2[C@@H](CCN2C(=O)c2ccccc2F)[C@@H](CO)N3)cc1	1.7
COc1cccc(S(=O)(=O)N2C[C@@H](O)COC[C@@H]3O[C@H](CC(=O)N4CCCCC4)CC[C@H]32)c1	-0.4
Cc1ccc(-c2ccccc2[C@@H]2[C@@H](CO)N(C(=O)NC3CCCC3)[C@H]2C#N)cc1	-8.2
CC(=O)N1[C@@H](CO)[C@@H](c2ccccc2)C12CN(C(=O)c1ccc3c(c1)OCO3)C2	-0.7
C[C@H](CO)N1C[C@H](C)[C@@H](CN(C)Cc2ccccc2)Oc2ccc(NC(=O)Nc3ccc(F)cc3)cc2CC1=O	0.3
C[C@H](NC(=O)C[C@@H]1CC[C@@H]2[C@H](COc3ccc(NC(=O)C4CCOCC4)cc3C(=O)N2C)O1)c1ccccc1	0.7
C[C@H](CO)N1C[C@H](C)[C@H](CN(C)S(=O)(=O)c2cccs2)Oc2ccc(NC(=O)Nc3ccc(F)cc3)cc2CC1=O	1.4
C[C@H]1CN([C@@H](C)CO)C(=O)c2cc(NC(=O)Cn3cnnn3)ccc2O[C@H]1CN(C)Cc1ccncc1	0.8
O=C(C[C@H]1C[C@@H]2c3cc(NC(=O)C4CCC4)ccc3O[C@@H]2[C@H](CO)O1)NCc1ccccc1F	0.9
COc1ccc(CN(C)C[C@H]2Oc3c(NC(=O)NC4CCCCC4)cccc3C(=O)N([C@H](C)CO)C[C@@H]2C)cc1	-1.6
CN1CCCCN2[C@H](CO)[C@@H](c3ccc(/C=C/c4ccccc4)cc3)[C@H]2C1	1.5
C[C@H]1CN([C@@H](C)CO)C(=O)Cc2cc(NC(=O)Nc3ccc4c(c3)OCO4)ccc2O[C@@H]1CN(C)C(=O)Nc1ccc(C(F)(F)F)cc1	1.3
C[C@H](CO)N1C[C@H](C)[C@H](CN(C)S(=O)(=O)c2ccccc2)OCCCC[C@H](C)Oc2ccc(NS(=O)(=O)c3cccs3)cc2C1=O	1.2
O=C(c1ccccn1)N1C[C@H]2[C@@H](c3ccccc31)[C@@H](CO)N2C(=O)Nc1ccccc1F	-0.1
C[C@@H]1CN([C@H](C)CO)C(=O)c2cccc(NC(=O)C3CCOCC3)c2O[C@H]1CN(C)S(=O)(=O)c1ccc(Cl)cc1	0.5
CN1c2ccc(-c3ccc(F)cc3)cc2[C@@H]2[C@@H](CCN2C(=O)c2ccncc2)[C@H]1CO	0.2
C[C@H](CO)N1C[C@H](C)[C@H](CN(C)S(=O)(=O)c2cn(C)cn2)Oc2c(NC(=O)c3ccncc3)cccc2C1=O	-1.2
COc1ccc(NC(=O)N2C[C@@H]3N[C@H](C2)C3c2ccc(-c3cccc(OC)c3)cc2)cc1 (some centres undefined)	0.1&0.3
COc1cccc(-c2ccc3c(c2)[C@H]2[C@H](CCN2C(=O)C2CC2)[C@@H](CO)N3)c1	2.7
COc1ccccc1-c1ccc2c(c1)[C@@H]1[C@@H](CCN1C(=O)C1CCC1)[C@H](CO)N2	-4.3
C[C@H]1CN([C@@H](C)CO)C(=O)c2cc(C#CC3CC3)cnc2O[C@@H]1CN(C)C(=O)Cc1ccccn1	-1.0
CCC(=O)N1C[C@@H](C)[C@H](OC)CN(C)C(=O)c2ccc(NC(=O)c3cnccn3)cc2OC[C@H]1C	0.2

2 entries from above, as labelled records.
mol: COc1ccccc1-c1ccc2c(c1)[C@@H]1[C@@H](CCN1C(=O)C1CCC1)[C@H](CO)N2
  TcdB GH inh = -4.3
mol: COc1cccc(-c2ccc3c(c2)[C@H]2[C@H](CCN2C(=O)C2CC2)[C@@H](CO)N3)c1
  TcdB GH inh = 2.7

Further structures:
structure	TcdB GH inh
C[C@H]1CN([C@@H](C)CO)C(=O)Cc2cc(NC(=O)Nc3ccccc3)ccc2O[C@@H]1CN(C)Cc1ccc2c(c1)OCO2	-0.7
COc1ccc(NC(=O)Nc2cccc3c2O[C@H](CN(C)S(=O)(=O)c2ccc(OC)cc2)[C@@H](C)CN([C@@H](C)CO)C3=O)cc1	1.9
COCC(=O)NC[C@@H]1[C@H](c2ccc(C3=CCCC3)cc2)[C@H](CO)N1C(=O)C1CC1	3.6
O=C(C[C@H]1CC[C@@H]2[C@H](COC[C@@H](O)CN2C(=O)c2ccncc2)O1)NC1CCC1	-1.1
CN(C)C(=O)C[C@H]1CC[C@H]2[C@@H](COC[C@@H](O)CN2C(=O)C2CC2)O1	-0.9
O=C(Nc1cccc(Cl)c1)N[C@@H]1CC[C@@H](CCNC(=O)C2CCC2)O[C@@H]1CO	-8.9
O=C(C1CCOCC1)N1[C@H](CO)[C@@H](c2ccccc2)C12CN(Cc1cccnc1)C2	0.3
C[C@H](CO)N1C[C@H](C)[C@H](CN(C)S(C)(=O)=O)Oc2ccc(NC(=O)C3CCCCC3)cc2C1=O	0.8
CC(C)NC(=O)N(C)C[C@@H]1Oc2ccc(NS(=O)(=O)c3ccc(F)cc3)cc2CC(=O)N([C@H](C)CO)C[C@@H]1C	-0.6
C[C@H](CO)N1C[C@H](C)[C@H](CN(C)Cc2ccc3c(c2)OCCN3C)OCc2ccccc2-c2ccccc2C1=O	-0.9
CO[C@@H]1CN(C)C(=O)c2cc(NC(=O)c3nc4ccccc4s3)ccc2OC[C@@H](C)N(Cc2cncnc2)C[C@@H]1C	0.5
C[C@H]1CCCCO[C@H](CN(C)S(=O)(=O)c2ccccc2)[C@@H](C)CN([C@@H](C)CO)C(=O)c2cc(NC(=O)Nc3cccc4ccccc34)ccc2O1	-1.9
C[C@@H]1CN([C@H](C)CO)C(=O)c2cc(NC(=O)c3ccncc3)ccc2O[C@H]1CN(C)S(=O)(=O)c1cccs1	-0.6
C[C@@H]1CN([C@H](C)CO)C(=O)c2cccc(NC(=O)c3cnccn3)c2O[C@@H]1CN(C)C(=O)Nc1ccc(F)cc1	1.6
COCC(=O)N(C)C[C@@H]1Oc2cc(-c3ccncc3)ccc2S(=O)(=O)N([C@@H](C)CO)C[C@H]1C	0.1
Cc1ccc(S(=O)(=O)Nc2cccc3c2O[C@@H](CN(C)C(=O)Nc2ccc(C(F)(F)F)cc2)[C@H](C)CN([C@H](C)CO)C3=O)cc1	-6.2
COc1ccc(S(=O)(=O)Nc2ccc3c(c2)C(=O)N([C@H](C)CO)C[C@H](C)[C@H](CN(C)S(=O)(=O)c2ccc(Cl)cc2)OCCCC[C@H](C)O3)cc1	-0.5
Cc1ccc(S(=O)(=O)N(C)C[C@H]2Oc3c(NS(=O)(=O)c4ccc(Cl)cc4)cccc3C(=O)N([C@@H](C)CO)C[C@H]2C)cc1	-0.2
CCCNC(=O)C[C@H]1C[C@@H]2c3cc(NC(=O)C4CCOCC4)ccc3O[C@@H]2[C@H](CO)O1	-0.1
COc1ccccc1-c1ccc2c(c1)O[C@@H](CN(C)C(=O)c1ccccc1)[C@H](C)CN([C@@H](C)CO)S2(=O)=O	0.5
C[C@H]1CN([C@@H](C)CO)S(=O)(=O)c2ccc(C#Cc3ccccn3)cc2O[C@@H]1CN(C)Cc1cccc(F)c1	0.2
C[C@@H]1CN([C@H](C)CO)C(=O)c2cc(NS(C)(=O)=O)ccc2O[C@@H](C)CCCCO[C@@H]1CN(C)C(=O)c1ccccc1	0.2
C[C@H]1CN([C@@H](C)CO)C(=O)c2cc(C#CCC3CCCC3)cnc2O[C@@H]1CN(C)C(=O)c1cnccn1	-0.6
C[C@H](CO)N1C[C@H](C)[C@H](CN(C)Cc2cncnc2)Oc2ncc(C#CC(C)(C)O)cc2C1=O	0.7
C[C@@H]1CCCCO[C@H](CN(C)S(=O)(=O)c2ccccc2)[C@H](C)CN([C@H](C)CO)C(=O)c2cc(NC(=O)Nc3ccc(C(F)(F)F)cc3)ccc2O1	-0.9
O=C(Cc1ccccn1)N[C@H]1CC[C@@H](CC(=O)N2CCCCC2)O[C@@H]1CO	-1.5
CCC(=O)N(C)C[C@H]1Oc2ncc(-c3ccc(C)cc3)cc2C(=O)N([C@H](C)CO)C[C@@H]1C	-3.6
CN1C(=O)c2cc(NC(=O)c3cccc(F)c3)ccc2OC[C@H]2O[C@H](CC(=O)NCC3CCCCC3)CC[C@@H]21	11*
N#C[C@@H]1[C@@H](c2ccccc2-c2ccc(F)cc2)[C@H](CO)N1C(=O)Cc1ccccc1	0.8
CN1C[C@H]2[C@@H](c3ccccc31)[C@H](CO)N2S(=O)(=O)c1ccccc1	-0.4
Cc1ccc(-c2ccc3c(c2)O[C@H](CN(C)C)[C@@H](C)CN([C@@H](C)CO)S3(=O)=O)cc1	-1.4
COc1ccccc1-c1cnc2c(c1)C(=O)N([C@@H](C)CO)C[C@@H](C)[C@@H](CN(C)Cc1ccc(F)cc1)O2	-4.8

From PubChem
